# FBPA coupling cs – qHTS Assay for Inhibitors of Fructose-1,6-bisphosphate Aldolase from Giardia Lamblia: Coupling assay counterscreen; activity change, negative = inhibition, % at 58.2 µM, hits read low; actives 0.67% (n = 290,000); coupling enzyme system counterscreen, AmpLite Red fluorescence; in the data active = activity change below about -30%; also: % is scaled to controls: 0 for no effect and ±100 for the full control effect
#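 First, compound is pin-transferred into glyceraldehyde-3-phosphate coupling-enzyme reagent at 57.5 uM final and held 10 min at RT. Next, substrate, coupling system and AmpLite Red are added. After 20 min RT, fluorescence (525/598 nm) is read.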
# uPA surface inh – qHTS for Inhibitors of Cell Surface uPA Generation; cell surface uPA generation assay, qHTS; Potency, µM (highest dose often 38.3 µM), inactives show at the top dose activity change, negative = inhibition, hits mostly inhibitors; actives 0.31% (n = 330,000); active = well fitted inhibition curve with a large enough effect; inconclusive = small, poorly fitted or top-dose-only effect; inactive = no such curve, though single readings can be large or run the other way; tested in mouse RAW 264.7 cells; also: potency is read from the fitted curve at half-maximal effect; % is scaled to controls: 0 for no effect and ±100 for the full control effect; nearly all actives have a fitted effect of over 55% in size
# ELG1 genotoxic – qHTS screen for small molecules that induce genotoxicity in human embryonic kidney (HEK293T) cells expressing luciferase-tagged ELG1; HEK293T ELG1-luciferase reporter, luminescence, 16 h; Potency, µM (top dose mostly 46 µM), for the others: top-dose activity change, positive = activation, most hits filed as activators; actives 1.3% (n = 330,000); also: potency is read from the fitted curve at half-maximal effect; % of control where 0% means no effect; nearly all actives have a fitted effect of over 60% in size
#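 Quantitative HTS format in 1536-well plates. HEK293T ELG1-luciferase reporter cells receive test compound and are incubated 16 hr at 37 °C, 5% CO2; ONE-Glo added, 30 min room temperature, then luminescence read.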
# KCNH2 3.1 block – qHTS for Inhibitors of KCHN2 3.1: Mutant qHTS; Potassium voltage-gated channel subfamily H member 2, brain isoform KCNH2 3.1 (human); U2OS KCNH2 3.1, thallium flux FluxOr; stronger effect = lower value; activity change, % (tested at about 1.8 µM); actives 0.95% (n = 340,000); AID 720553, 2013;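 active = maximum activity change below -70%; inconclusive = maximum activity change from -70% to -50%; inactive = maximum activity change above -50%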;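 also: thallium influx rate constant from kinetic fluorescence after stimulation buffer; % is scaled to controls: 0 for no effect and ±100 for the full control effect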
#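 Thallium flux read-out: FluxOr dye with Red40 quencher in HBSS/HEPES, 45 min at RT. Rate constants from kinetic reads were normalized to positive and negative DMSO controls. Cells: U2OS virally expressing the 3.1 isoform.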
# Giardia kill – Small Molecules that selectively kill Giardia lamblia: qHTS. Giardia lamblia trophozoite viability. activity change, % at 7.66 µM, hits read low. actives 0.15% (n = 340,000). AID 540267, 2011; in the data active = activity change below about -80%; inconclusive = between about -30% and that limit;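 also: parasites exposed to compound for two days anaerobically before the ATP read; % is scaled to controls: 0 for no effect and ±100 for the full control effect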
#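 Luminescence from cellular ATP indicates surviving trophozoites (100 cells/well) following 48 hrs anaerobic compound treatment at 37 deg C; signal develops 15-30 min at room temperature.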
# Tb PFK inh – qHTS Assay to Find Inhibitors of T. brucei phosphofructokinase. ATP-dependent 6-phosphofructokinase (Trypanosoma brucei brucei), O15648. T. brucei PFK, ADP-Glo luminescence. Potency, µM (top dose mostly 57.5 µM), inactives show at the highest dose activity, negative = inhibition, hits mostly inhibitors. actives 0.17% (n = 330,000). AID 485367, 2010;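 also: potency is read from the fitted curve at half-maximal effect; 0% = uninhibited 1x PFK enzyme wells and -100% = no-enzyme wells; nearly all actives have a fitted effect of over 60% in size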
#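 Compounds were pin-transferred as a titration series up to 57 uM into substrate buffer (0.5 mM F6P, 0.1 mM ATP, pH 8.0), then 1.25 nM PFK was added and reactions ran 45 min before ADP-Glo detection.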
# NPC1 promoter act – qHTS Assay for NPC1 Promoter Activators | actives 2.4% (n = 320,000) | Huh7 NPC1 promoter luciferase reporter, 24 h | Potency, µM (series often up to 9.22 µM), inactives show top-dose activation, actives largely listed as activators | AID 485313, 2010;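 also: potency is read from the fitted curve at half-maximal effect; % of control where 0% means no effect; nearly all actives have a fitted effect of over 60% in size; reporter is driven by a mutant NPC1 promoter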
#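 Luminescence from an NPC1 promoter-driven luciferase reporter in stably transfected Huh7 cells was measured after 24 h compound treatment at 37 °C, followed by 10 min ambient incubation with luciferase detection reagent.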
# RORgamma inh – qHTS for inhibitors of ROR gamma transcriptional activity. Nuclear receptor ROR-gamma (Mus musculus), P51450. Drosophila S2 Gal4-RORgamma UAS-luciferase reporter, 20 h. Potency, µM (doses to about 53.6 µM), inactives show top-dose activity change, negative = inhibition, hits mostly inhibitors. actives 5.4% (n = 310,000). AID 2551, 2010; also: potency is read from the fitted curve at half-maximal effect; % is scaled to controls: 0 for no effect and ±100 for the full control effect; nearly all actives have a fitted effect of over 60% in size
#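 Drosophila Schneider cells stably carrying a metallothionein-driven Gal4 DBD–ROR gamma fusion and a UAS-Photinus luciferase reporter were exposed to compound for 1 hr, then induced with copper sulfate (700 uM final) for 20 hr at ambient temperature before luminescence reading.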
# Rab9 prom act – qHTS Assay for Rab9 Promoter Activators; Huh7 Rab9 promoter-luciferase reporter, luminescence, 24 h; actives 2.8% (n = 320,000); AID 485297, 2010; Potency, µM (highest dose often 9.22 µM), without a hit: at the highest dose activation, negative = inhibition, most hits filed as activators; also: potency is read from the fitted curve at half-maximal effect; % of control where 0% means no effect; nearly all actives have a fitted effect of over 60% in size
#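 Cell-based reporter: Huh7 stable for Rab9 promoter-driven luciferase, plated in reduced-serum medium with 10% FBS at 1500 cells/well, compound-treated 24 h at 37 °C, luminescence read after 10 min reagent.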
# VP16 counter – VP16 counterscreen qHTS for inhibitors of ROR gamma transcriptional activity; actives 3.5% (n = 310,000); Drosophila S2 Gal4-VP16 UAS-luciferase, luminescence, 20 h; Potency, µM (series often up to 53.6 µM), inactives show top-dose activity, negative = inhibition, usual class: inhibitors;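 also: Gal4-VP16 expression switched on by copper sulfate through the metallothionein promoter; potency is read from the fitted curve at half-maximal effect; % is scaled to controls: 0 for no effect and ±100 for the full control effect; nearly all actives have a fitted effect of over 50% in size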
# FLuc modulator – qHTS profiling assay for firefly luciferase inhibitor/activator using purifed enzyme and Km concentrations of substrates (counterscreen for miR-21 project); purified FLuc, Km substrates, luminescence inhibition; AID 588342, 2011; Luciferin 4-monooxygenase (Photinus pyralis), P08659; actives 6.9% (n = 360,000); Potency, µM (doses to about 57.5 µM), for the others: at the top dose activity change, negative = inhibition, usual class: inhibitors;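 also: potency is read from the fitted curve at half-maximal effect; plate controls were vehicle for no effect and reference inhibitor for full effect; nearly all actives have a fitted effect of over 55% in size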
# Target sequence (P08659 whole entry, looked up): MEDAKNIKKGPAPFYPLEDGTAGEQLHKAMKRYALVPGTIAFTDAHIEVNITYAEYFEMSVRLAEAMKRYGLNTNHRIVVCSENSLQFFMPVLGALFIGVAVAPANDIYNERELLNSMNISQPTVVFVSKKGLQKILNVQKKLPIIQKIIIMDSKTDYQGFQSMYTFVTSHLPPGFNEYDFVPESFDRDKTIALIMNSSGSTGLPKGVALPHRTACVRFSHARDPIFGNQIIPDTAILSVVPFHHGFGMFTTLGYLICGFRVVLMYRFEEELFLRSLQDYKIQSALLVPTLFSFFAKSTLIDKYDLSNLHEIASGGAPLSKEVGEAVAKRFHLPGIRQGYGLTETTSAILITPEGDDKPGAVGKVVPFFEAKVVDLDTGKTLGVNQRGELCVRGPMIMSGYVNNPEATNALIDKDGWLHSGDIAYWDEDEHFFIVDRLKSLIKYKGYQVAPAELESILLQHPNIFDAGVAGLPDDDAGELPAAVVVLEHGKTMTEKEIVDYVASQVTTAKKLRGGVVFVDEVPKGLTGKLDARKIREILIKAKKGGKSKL
#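 Purified P. pyralis luciferase, 10 nM final, with Km-level 10 uM D-luciferin and 10 uM ATP in 50 mM Tris acetate pH 7.5, 10 mM Mg acetate, 0.01% Tween-20, 0.05% BSA; 6-point qHTS titration about 60 µM downward; luminescence read.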
# Starred values were filed as active, the others as inactive; ? = inconclusive; / = not tested or not shown; [ ] = remark or other dose. Unless noted, calls follow the shape of the dose curve; as a rule, active = well fitted curve in the direction sought with a large enough effect; inconclusive = small, poorly fitted or top-dose-only effect, or another doubt; inactive = no such curve, though single readings can be large; an effect the other way counts as inactive or inconclusive. Hits appear at their usual frequency; any-hit rate near 14%.
SMILES,FBPA coupling cs,uPA surface inh,ELG1 genotoxic,KCNH2 3.1 block,Giardia kill,Tb PFK inh,NPC1 promoter act,RORgamma inh,Rab9 prom act,VP16 counter,FLuc modulator
Cc1cc(N2C(=O)C(O)=C(C(=O)c3cc4ccccc4o3)C2c2cccc(Cl)c2)no1 (stereo unspecified),/,-2%,-2%,18,-20,-2%,2%,?,0%,?,2%
CCC(=O)NC(C)C(c1cccs1)N1CCN(Cc2ccccc2)CC1 (stereo unspecified),0,-11%,6%,14,2,0%,6%,-8%,-1%,17%,-2%
O=c1c2ccccc2[nH]c(=S)n1CCCN1CCN(c2ccccc2F)CC1,-1,?,-6%,13,-4,3%,-8%,3.5µM*,-2%,8.9µM*,-2%
C/C(=N\OCC(=O)NC12CC3CC(CC(C3)C1)C2)c1cc2ccccc2o1,0,4%,2%,/,-6,-1%,6%,?,0%,?,?
COCCN1CCn2c(nc3cc(NC(=O)NC4CCCCC4)ccc32)C1,-31*,-2%,8%,-3,-10,1%,-1%,0%,15%,-5%,-18%
CSc1ccc(S(=O)(=O)N2CCC(C(=O)Nc3ccccc3C(F)(F)F)CC2)cc1,0,1%,-5%,-2,-1,1%,-3%,2%,-8%,0%,-2%
O=S(=O)(/N=C(/Nc1cccnc1)c1ccccc1)c1ccc(F)cc1F,/,-5%,1%,2,8,-9%,/,/,/,/,/
O=C(NCCO)c1ccc2[nH]c3ccccc3c2c1,3,-3%,?,13,11,0%,-1%,-24%,3%,-1%,?
CCN(CC)C1CC(=O)N(c2cccc(Cl)c2)C1=O (stereo unspecified),2,0%,0%,6,1,0%,-4%,-18%[1.91 µM],9%,?,0%
CC1=CC(C)(C)N(C(=O)CN2C(=O)CCC2=O)c2ccc(C)cc21,-10,6%,-6%,0,-2,16%,0%,-7%,-22%,-2%,-1%
O=C(NC1CC2CCC(C1)N2Cc1ccco1)c1ccccc1 (stereo unspecified),1,6%,-2%,37,-8,1%,-2%,19%,-1%,0%,1%
C#CCOCCOCCOCCNc1nc(OC)nc(N2CCN(C(=O)[C@H](CCC(=O)O)n3cc(C(N)CO)nn3)CC2)n1 (stereo partly specified),/,11%,4%,/,-20,?,1%,/,0%,/,1%
CCOC(=O)C(NC(=O)CC(C)C)(Nc1cc(C)on1)C(F)(F)F (stereo unspecified),-2,/,4%,-1,3,0%,0%,0%,-1%,12%,-1%
COc1ccc(C2=NN(C(=O)c3ccccc3)C(c3cccc([N+](=O)[O-])c3)C2)cc1 (stereo unspecified),-3,-4%,-3%,-3,?,4%,-2%,10%,11%,-1%,3%
COC(=O)c1cc(C(=O)c2ccc(Cl)cc2Cl)cn1C,3,1%,2%,-6,-9,3%,-2%,?,4%,10%,-3%
CCCOc1ncnc2c1[nH]c1ccccc12,-5,/,0%,-14,-22,2%,19%,-3%,-4%,?,17µM*
Cc1ccc(C(=O)/C=C/NCc2ccc(F)cc2)cc1,-1,4%,10%,-10,5,-4%,-3%,16%,5%,-13%,17µM*
CC(=O)Nc1ccc(C(=O)COC(=O)C2CC2C)c(F)c1 (stereo unspecified),/,-4%,?,-3,5,4%,1.4µM*,/,1.4µM*,/,2.1µM*
CCC(=O)Nc1ccc(OCc2nnc3c4ccccc4c(C)nn23)cc1,4,-2%,2%,-8,9,2%,-6%,-3%,-3%,-4%,-7%

# Structures from the list above that have a halogen, in the order listed:
SMILES,FBPA coupling cs,uPA surface inh,ELG1 genotoxic,KCNH2 3.1 block,Giardia kill,Tb PFK inh,NPC1 promoter act,RORgamma inh,Rab9 prom act,VP16 counter,FLuc modulator
Cc1cc(N2C(=O)C(O)=C(C(=O)c3cc4ccccc4o3)C2c2cccc(Cl)c2)no1 (stereo unspecified),/,-2%,-2%,18,-20,-2%,2%,?,0%,?,2%
O=c1c2ccccc2[nH]c(=S)n1CCCN1CCN(c2ccccc2F)CC1,-1,?,-6%,13,-4,3%,-8%,3.5µM*,-2%,8.9µM*,-2%
CSc1ccc(S(=O)(=O)N2CCC(C(=O)Nc3ccccc3C(F)(F)F)CC2)cc1,0,1%,-5%,-2,-1,1%,-3%,2%,-8%,0%,-2%
O=S(=O)(/N=C(/Nc1cccnc1)c1ccccc1)c1ccc(F)cc1F,/,-5%,1%,2,8,-9%,/,/,/,/,/
CCN(CC)C1CC(=O)N(c2cccc(Cl)c2)C1=O (stereo unspecified),2,0%,0%,6,1,0%,-4%,-18%[1.91 µM],9%,?,0%
CCOC(=O)C(NC(=O)CC(C)C)(Nc1cc(C)on1)C(F)(F)F (stereo unspecified),-2,/,4%,-1,3,0%,0%,0%,-1%,12%,-1%
COC(=O)c1cc(C(=O)c2ccc(Cl)cc2Cl)cn1C,3,1%,2%,-6,-9,3%,-2%,?,4%,10%,-3%
Cc1ccc(C(=O)/C=C/NCc2ccc(F)cc2)cc1,-1,4%,10%,-10,5,-4%,-3%,16%,5%,-13%,17µM*
CC(=O)Nc1ccc(C(=O)COC(=O)C2CC2C)c(F)c1 (stereo unspecified),/,-4%,?,-3,5,4%,1.4µM*,/,1.4µM*,/,2.1µM*
